# OX1R antag: antagonists of human orexin 1 receptor (OX1R) | OX1R-expressing cells, FRET antagonist read-out | inhibition, % at 6.6 µM | AID 485270 | hit rate 1.8% among 330,000 | O43613; in the data active = inhibition mostly above about 38%, no sharp cut-off; inactive = mostly below about 40%;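 note: 0% = agonist challenge alone and 100% = reference antagonist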
# Target sequence (O43613 whole entry, looked up): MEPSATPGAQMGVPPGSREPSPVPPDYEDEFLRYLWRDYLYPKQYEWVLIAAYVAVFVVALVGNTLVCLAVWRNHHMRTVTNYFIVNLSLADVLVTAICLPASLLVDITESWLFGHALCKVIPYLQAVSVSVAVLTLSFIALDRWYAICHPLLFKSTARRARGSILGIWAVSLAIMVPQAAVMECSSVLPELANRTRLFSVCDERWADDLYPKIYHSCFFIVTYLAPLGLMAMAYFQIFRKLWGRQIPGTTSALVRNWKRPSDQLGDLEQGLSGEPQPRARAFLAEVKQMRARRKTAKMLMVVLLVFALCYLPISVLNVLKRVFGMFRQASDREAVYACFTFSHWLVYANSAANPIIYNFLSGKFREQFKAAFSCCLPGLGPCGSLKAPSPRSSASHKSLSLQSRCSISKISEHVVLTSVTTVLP
# KCNQ2 block: KCNQ2 potassium channel inhibitors, primary screen, cell-based, CHO-K1, FluxOR thallium flux, B-score (AID 2156). B-score at 10 µM. hit rate 1.1% among 310,000. 20 min; hits give low values. O88943;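 active = fluorescence ratio B-score at most minus 3 library SDs, with starting brightness B-score within 2 library SDs, cut at about -5.5 in these data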
# STK33 inh: blocks human STK33 kinase activity; Q9BYT3; inhibition, % at 10 µM; hit rate 0.073% among 320,000; AID 2661; purified STK33, MBP phosphorylation, ADP-Glo luminescence;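 active = inhibition at or above 25%, using the most active replicate where run in duplicate; inactive = inhibition below 25%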
# Target sequence (Q9BYT3 whole entry, looked up): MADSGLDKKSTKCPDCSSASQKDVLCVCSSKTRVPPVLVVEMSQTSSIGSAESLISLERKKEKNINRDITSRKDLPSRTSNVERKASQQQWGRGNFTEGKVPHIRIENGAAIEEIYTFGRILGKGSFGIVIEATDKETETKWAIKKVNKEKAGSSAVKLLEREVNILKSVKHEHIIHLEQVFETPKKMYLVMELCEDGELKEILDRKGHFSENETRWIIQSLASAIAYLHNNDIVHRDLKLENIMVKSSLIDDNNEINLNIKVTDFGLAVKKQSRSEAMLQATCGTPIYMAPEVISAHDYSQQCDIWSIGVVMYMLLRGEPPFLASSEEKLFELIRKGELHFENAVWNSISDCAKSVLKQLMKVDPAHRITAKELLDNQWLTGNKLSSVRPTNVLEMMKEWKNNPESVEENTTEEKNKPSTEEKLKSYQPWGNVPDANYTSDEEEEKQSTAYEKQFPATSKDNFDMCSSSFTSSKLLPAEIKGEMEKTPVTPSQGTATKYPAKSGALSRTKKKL
# Numbers without * were called inactive; i = inactive; . = no result given; & = joins results of further samples.
# Under each structure – OX1R antag | KCNQ2 block | STK33 inh
Cc1nccn1CC(=O)N/N=C/c1cc(Br)cs1
    17 | i | 1.6
CCc1ccc(Nc2nnc(SCC(=O)N(C)C3CCS(=O)(=O)C3)s2)cc1 (stereo not given)
    18 | i | -0.5
CCOC(=O)Cc1csc(NC(=O)C(C)c2ccc([N+](=O)[O-])cc2)n1 (stereo not given)
    20 | i | 0.5
O=C(Nc1nccs1)c1ccc(Cl)s1
    18 | i | -3.3
COc1cccc(NCc2cc3c(C(C)(C)C)nn(-c4ccccc4)c3[nH]c2=O)c1
    1 | i | -0.7
O=c1c(F)cn(C2CCCO2)c(=O)n1Cc1c(Cl)cccc1Cl (stereo not given)
    13 | i | .
Cc1cnc(C(=O)OCC(=O)NC2CCCCCCC2)cn1
    16 | i | -1.3
COc1ccc(NC(=O)c2ccc(N(C)S(C)(=O)=O)cc2)cc1OC
    6 | i | -0.7
CCCN(Cc1ccc(N(CC)CC)cc1)CC1CC1
    11 | i | -1.0
COc1ccc(CCNC(=O)CSc2nc3ccccc3o2)cc1OC
    15 | i | -0.3
CC(C)Cc1nc(C(N)=O)c2[nH]c(=O)n(-c3ccc(F)cc3)c2n1
    16 | i | -0.1
COCCn1c(SC(C)C(=O)Nc2ccc(Cl)cn2)nnc1-c1ccncc1 (stereo not given)
    7 | i | 0.3
CC1CCC2(CC1)NC(=O)N(Cc1cccc(C(F)(F)F)c1)C2=O (stereo not given)
    38 | i | -2.4
COc1ccc(N2CCN(C(=O)c3cc4c(-c5cccc(OC)c5)nn(C)c4s3)CC2)cc1
    11 | . | -0.4
CN1C2CC(OC(=O)C(CO)c3ccccc3)CC1C1OC12 (stereo not given)
    10&-4 | i | -0.8&0.4
CCOC(=O)C1=C(CN2CCSCC2)NC(=O)NC1c1cccc([N+](=O)[O-])c1 (stereo not given)
    13 | i | 1.1
COc1ccc(CCNC(=O)CSc2nc3[nH]ncc3c(=O)[nH]2)cc1OC
    1 | i | -0.9
CCc1ccccc1NC(=O)CN1CCC(NC(=O)COC)CC1
    8 | i | -0.3
CCC(C)NS(=O)(=O)c1ccc(S(=O)(=O)N2CCCC3(CCCCC3)C2)cc1 (stereo not given)
    37 | i | 1.2
CC(NC(=O)c1ccc(F)cc1)c1ccc(F)cc1 (stereo not given)
    14 | i | -1.8
O=C(NCCC1CCCCN1S(=O)(=O)c1ccccc1)C(=O)Nc1ccccc1F (stereo not given)
    24 | i | .
Cc1ccc(C(=O)OCC(=O)Nc2cc(F)ccc2F)cc1NC(=O)c1ccco1
    11 | i | -0.9
CSc1ccc(/C=N/N2CCN(Cc3ccccc3)CC2)cc1
    20 | i | -1.5
CC(Oc1ccccc1)C(=O)Nc1ccc(NC(=O)c2ccccc2)cc1 (stereo not given)
    18 | i | -2.8
N#CC(C(=O)NC1CCCCC1)=C1CCCCCC1
    7 | i | -0.4
COCCSc1nc2c(c(=O)[nH]c(=O)n2C)n1Cc1cccc(C)c1
    9 | i | 0.3
Cc1cc(S(=O)(=O)NCc2ccccc2)ccc1OCC(=O)NCC1CCCO1 (stereo not given)
    20 | i | -1.7
Cc1ccc(S(=O)(=O)Nc2cc(C(F)(F)F)ccc2N2CCOCC2)c(C)c1
    -5 | i | -0.6
O=C(NC1CCCCC1)c1ccc(CN2CCOCC2)cc1
    5 | . | 3.3
Cc1cc(Br)ccc1SCC(=O)OC/C(O)=C(\C#N)c1nc2ccccc2[nH]1
    -2 | i | 0.6
CCO[C@@H]1OC(C(=O)NCc2ccccc2)=C[C@H](C(C)(C)C)[C@H]1CCCO
    12 | i | -0.3
CNC(=S)N(Cc1cc2cc(C)cc(C)c2[nH]c1=O)C1CCCC1
    11 | i | 1.1
COC(=O)c1cc(Cl)c(N)cc1OC
    15 | i | 0.5
O=C(Nc1ccccc1Cl)c1ccccc1Cl
    1 | i | -1.3
Cc1ccc2c(c1)c(=O)c(Br)c(C)n2Cc1ccccc1
    22 | i | 0.0
COc1ccc2[nH]c3c(=O)n(Cc4ccc(C(=O)N5CCC(C(N)=O)CC5)cc4)c(=S)[nH]c3c2c1
    13 | i | 1.1
Cc1c(CCOC(=O)c2ccc(Cl)cc2Cl)sc[n+]1CC(=O)c1ccc(Br)cc1
    6 | . | -0.6
COc1cccc(-n2c(SCC(=O)NCC3CCCO3)nc3c([nH]c4ccccc43)c2=O)c1 (stereo not given)
    20 | i | -1.7
O=C(Oc1c(-c2ccccc2)oc2ccccc2c1=O)c1ccccc1
    14 | i | -0.3
Cc1[nH]nc2c1C(c1ccc(Cl)cc1)C(C#N)=C(N)O2 (stereo not given)
    18 | i | 0.7
O=S1(=O)CCN2C(c3ccc4c(c3)CCCC4)=CSC2=N1
    22 | i | 0.2
Cc1ccc(/C(N)=N/OC(=O)c2cc(-c3ccccc3)nc3ccccc23)cc1
    22 | i | -0.7
CCOC(=O)c1ccc2c(c1)N(CC(=O)N1CCCC1)C(=O)C(C)(C)O2
    5 | i | 0.5
CCOC(=O)NC(CC(=O)O)c1ccc(OC)cc1 (stereo not given)
    10 | i | 0.3
CCCc1cnc(N2CCN(C(=O)c3ccccc3)CC2)nc1
    -5 | i | -1.6
CC(C)CCN1C(=O)c2ccc(C(=O)NCc3ccccn3)cc2C1=O
    20 | i | 0.5
COc1cccc(CN(C)C(=O)CSc2nc3ccccc3[nH]2)c1OC
    37 | i | -1.8
CCC1CCC(c2nnc(-c3ccc(Br)cc3)o2)CC1 (stereo not given)
    14 | i | -3.7
COc1cccc(CN2CCNC(=O)C2CC(=O)NCC(C)(C)N2CCOCC2)c1OC (stereo not given)
    -8 | i | 0.4
NC(=O)C1CCN(C(=O)c2ccc(NS(=O)(=O)c3ccc(F)cc3)cc2)CC1
    12 | . | 1.1
CCOC(=O)C(C)n1ncn2cccc2c1=O (stereo not given)
    2 | i | -0.7
COCCn1cnnc1SCC(=O)Nc1cccc(S(=O)(=O)N2CCCCCC2)c1
    19 | i | 0.2
CCOC(=O)c1sc(-c2ccc(F)cc2)cc1NC(=O)Nc1ccccc1OC
    2 | i | -0.9
Cc1ccc(C(=O)C2Oc3ccccc3C3CC(c4ccc(C)cc4)=NN23)cc1 (stereo not given)
    11 | i | -0.3
Cc1ccc(C(=O)C[n+]2ccc(Cc3ccccc3)cc2)cc1
    14 | i | 0.6
Cc1ccccc1N1C(=O)C(Cl)=C(N2CCCCCC2)C1=O
    19 | i | -0.8
C=CCn1c(SCC(=O)Nc2ccc3c(c2)OCO3)nnc1-c1ccccc1OC
    28 | i | 0.0
COc1ccc(CCc2nnc(CCC(=O)NCc3cnn(-c4ccccc4C)c3)o2)cc1
    14 | i | .
CCN1CCN(C(=O)C(=O)c2cn(CC(=O)N(CC)CC)c3ccccc23)CC1
    2 | i | -0.6
CC1CCN(C(=O)C2CCN(S(=O)(=O)c3ccc4c(c3)CC(C)N4C(=O)C3CC3)CC2)CC1 (stereo not given)
    10 | i | -0.2

# 7 structures from above, ordered by length of the SMILES, lowest first.
# Under each structure – OX1R antag | KCNQ2 block | STK33 inh
CCOC(=O)C(C)n1ncn2cccc2c1=O (stereo not given)
    2 | i | -0.7
CCC1CCC(c2nnc(-c3ccc(Br)cc3)o2)CC1 (stereo not given)
    14 | i | -3.7
Cc1ccc(C(=O)C[n+]2ccc(Cc3ccccc3)cc2)cc1
    14 | i | 0.6
CC(C)CCN1C(=O)c2ccc(C(=O)NCc3ccccn3)cc2C1=O
    20 | i | 0.5
COCCn1cnnc1SCC(=O)Nc1cccc(S(=O)(=O)N2CCCCCC2)c1
    19 | i | 0.2
COc1ccc(CCc2nnc(CCC(=O)NCc3cnn(-c4ccccc4C)c3)o2)cc1
    14 | i | .
NC(=O)C1CCN(C(=O)c2ccc(NS(=O)(=O)c3ccc(F)cc3)cc2)CC1
    12 | . | 1.1

# Additional entries.
# Under each structure – OX1R antag | KCNQ2 block | STK33 inh
COCCN1C=C2C(=O)C(C)(OC(=O)CCC(=O)OC)C(=O)C=C2C=C1C1CC1 (stereo not given)
    32 | i | -0.1
Cc1ccccc1-c1nc2ccccc2c(=O)n1/N=C/c1ccccc1[N+](=O)[O-]
    64 | i | -1.7
CCN(C(=O)CCc1ccccc1)C1CCCCC1
    15 | i | -0.9
COC(=O)c1c(C)[nH]c(O)c1C=Nc1ccc(C#N)cc1
    9 | i | -1.0
COC(=O)c1ccc(CNC(=O)C(NC(=O)c2ccco2)C(C)C)cc1 (stereo not given)
    11 | i | -2.3
CCCCn1c(N)c(N(CC)C(=O)c2cccc(C)c2)c(=O)[nH]c1=O
    17 | i | -0.4
CCOC(=O)C1=C(C)NC(=O)C(C(N)=O)C1c1ccccc1 (stereo not given)
    7 | i | -0.1
O=C(/C=C/Nc1ccc(S(=O)(=O)Nc2cnc3ccccc3n2)cc1)c1ccccc1
    8 | i | -1.2
CC1(C)NC(=O)N(CCCOc2ccc3c(c2)CCC3)C1=O
    -2 | i | 1.3
S=c1[nH]nc(-c2cc3c(s2)-c2ccccc2CC3)o1
    71 | i | -0.5
COc1ccc(OC)c(NC(=O)CNC(=O)Cn2c(C)cc3ccccc3c2=O)c1
    13 | i | -2.2
O=C(N/N=C/c1cccnc1)NC12CC3CC(CC(C3)C1)C2
    9 | i | -0.6
O=C1C=C(N2CCOCC2)CCC1
    19 | i | -1.4
Cc1cc(N2CCCCC2)nc(NCc2ccccc2)n1
    14 | i | -1.0
CC1CCN(CCCNC(=O)c2nn(C)c3c2CS(=O)(=O)c2ccccc2-3)CC1
    3 | i | 0.9
Cc1ccc(NC(=O)N2CCC(C(N)=O)CC2)cc1
    20 | i | -1.6
O=C(Nc1ccccc1Oc1ccccc1)C1CCCC1
    8 | i | -2.5
CCCCc1ccc(-c2ccc(C)cc2O)nc1
    18 | i | -1.4
CN(CC(=O)Nc1ccc(F)cc1)C(=O)CSc1ncccn1
    9 | i | -1.0
Cc1ccc(C2=NS(=O)(=O)N(C)C(C(=O)NC(C)c3ccccc3)=C2)cc1 (stereo not given)
    -4 | i | 1.0
N#Cc1ccsc1NC(=O)CN1CCN(S(=O)(=O)c2cc(Cl)ccc2Cl)CC1
    14 | i | 0.1
CCOCCCNC(=O)CS(=O)(=O)Cc1nc(-c2cccc(OC)c2)oc1C
    2 | i | 0.5
COc1ccc(/C=C/c2noc(-c3ccccc3OC(C)=O)n2)cc1
    18 | i | 1.2
Cc1ccc(S(=O)(=O)NC(=O)Nc2c(C)n(C)n(-c3ccccc3)c2=O)cc1
    19 | i | 0.0
O=[N+]([O-])c1ccc(S(=O)(=O)N/N=C/c2cccs2)cc1
    32 | i | -0.9
COc1ccc2c(c1)[nH]c1c(=O)n(CCN3CCCC3)cnc12
    14 | i | 0.0
O=C(Nc1ccnn1C1CCN(Cc2cc(Cl)ccc2O)CC1)C1CC1
    1 | i | -1.2
COc1ccc(CN2CCN(C3CCSCC3)CC2CCO)c(C)c1C (stereo not given)
    13 | i | 2.2
Cc1ccc(-c2nc(CCNC(=O)c3ccco3)cs2)cc1
    23 | i | .
CCCNC(=O)C(=O)NCC1CCCN1CC (stereo not given)
    11 | i | -0.3
O=C(Cn1c(-c2ccccc2)noc1=O)Nc1ccc(S(=O)(=O)N2CCOCC2)cc1
    0 | i | -0.8
CCOc1ccccc1Nc1nnc(SCC(=O)NC2CC2)s1
    24 | . | -1.3
O=C(CN1CCOCC1)N1CCN(c2ccc([N+](=O)[O-])cc2)CC1
    75* | i | 0.5
COc1ccc(/C=C/c2ccc(=O)n(Cc3ccccc3)n2)cc1
    13 | i | 2.7
N#Cc1nc(COc2ccccc2)oc1NCCN1CCOCC1
    18 | i | -0.7
Cc1ccc(S(=O)(=O)NCC(=O)OCc2nnc(-c3ccccc3)o2)cc1
    28 | i | 0.2
CN1CCC(OC(=O)c2ccccc2)CC1
    7 | i | 0.2
CCOC(=O)C1CCCN(c2ncnc3c2cnn3-c2ccc(OC)cc2)C1 (stereo not given)
    8 | i | 0.3
O=c1cc(-c2ccccc2)nc(/C=C/c2ccccc2)[nH]1
    7 | i | -1.8
CC(C)[C@H](NC(=O)C1CCN(S(=O)(=O)c2ccc(F)cc2)CC1)C(=O)NCc1ccncc1
    14 | i | -1.0
Cc1nn2c3ccccc3n(CCN3CCCCC3)c2nc1=O
    13 | i | -0.9
C=CCc1ccccc1OCCNCCCOC
    30 | i | -0.5
C=C1C(=O)O[C@H]2C1CC[C@@](C)(O)C13C=CC(C)(C21)C1(C3)C(=O)O[C@@H]2C3C(C)=CCC3[C@](C)(O)C[C@H](OC(C)=O)C21 (stereo not given in full)
    16 | i | -0.8
CCOCCCNC(=O)NC(=O)CN1CCN(S(=O)(=O)c2ccc3c(c2)OCCO3)CC1
    4 | i | -2.2
CCc1nc(NCc2ccccn2)c2oc3ccccc3c2n1
    42 | i | 1.6
O=C(NCc1ccc2c(c1)OCO2)C1CCCN1C(=O)Nc1cccc(Cl)c1 (stereo not given)
    28 | i | -1.2
Cc1ccc(-c2nc3ncccn3c2NC2CCCCC2)o1
    1 | i | -0.8
CC1CCN(C(=O)CSc2nc3cccnc3n2C)CC1
    27 | i | -0.9
O=S(=O)(c1ccc2nc(-c3ccccc3)[nH]c2c1)N1CCN(c2ccc(Cl)cc2)CC1
    24 | i | -1.2
COc1ccc(OC)c(NC(=O)CCN2CCCCCC2)c1
    12 | i | 2.4
COc1ccc2nc(Nc3nc(C)c(CCC(C)C)c(=O)[nH]3)nc(C)c2c1
    12 | i | 0.5
CC(C)CN(C(=O)CN1CCC(C)CC1)c1c(N)n(CC(C)C)c(=O)[nH]c1=O
    14 | i | 0.7

# Screening data deposited in PubChem BioAssay by several laboratories.
